XIAP displacement: XIAP antagonists, biochemical, IAP family, fluorescence polarization (AID 1018); XIAP BIR domain, fluorescence polarization peptide displacement; higher % means a stronger effect; displacement, % at 20 µM; hits with a dose series show IC50 in µM; actives 0.007% (n = 200,000); in the data active means displacement above about 50%; further: a part of the inactive calls stands beside numbers as strong as those of hits
PMI inhibitors: inhibitors of human PMI, primary screen, biochemical, fluorescence intensity, coupled assay (AID 1209); purified PMI enzyme, coupled fluorescence intensity; higher % means a stronger effect; inhibition, % at 20 µM, or IC50 in µM where a hit was titrated; actives 0.42% (n = 190,000);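 further: plate controls were DMSO vehicle for no effect and wells lacking substrate for full effect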
Siah-1 displacement: blockers of Siah-1 interaction with plectin peptide – biochemical, fluorescence polarization, rhodamine-plectin, uHTS, primary screen (AID 1817); Siah-1 / rhodamine-plectin peptide fluorescence polarization; higher % means a stronger effect; displacement, % at 20 µM; hits with a dose series show IC50 in µM; actives 0.02% (n = 290,000);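 active means displacement of at least 50% at 20 µM, with a fluorescence ratio check between 0.3 and a set limit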;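 further: plate controls were Siah plus tracer with DMSO for no effect and tracer alone without Siah for full effect; strong numbers were not always called active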
M17LAP inhibition: P. falciparum M17LAP inhibitors, primary screen, biochemical, fluorogenic H-Leu-NHMec substrate, 1536-well (AID 1619). recombinant M17LAP, H-Leu-NHMec fluorogenic kinetic assay; higher % means a stronger effect. inhibition, % at 30 µM; hits with a dose series show IC50 in µM. actives 0.38% (n = 220,000);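 active means compound inhibiting the enzyme by more than half at any dose during confirmatory dose-response retesting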;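 further: plate controls were full reaction with DMSO carrier for no effect and no enzyme background for full effect; strong numbers were not always called active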
human PMI inhibitors: human PMI inhibitors, high substrate, primary screen, biochemical, fluorescence intensity, high mannose 6-phosphate (AID 1220) | recombinant PMI enzyme, coupled fluorescence intensity; higher % means a stronger effect | actives 0.66% (n = 190,000) | inhibition, % at 20 µM; hits with a dose series show IC50 in µM
M1AAP inhibition: malaria alanyl aminopeptidase activity blockers – biochemical, fluorogenic H-Leu-NHMec substrate, 1536-well (AID 1445). recombinant M1AAP, H-Leu-NHMec fluorogenic kinetic assay; higher % means a stronger effect. one-dose inhibition, % at 30 µM; IC50 in µM for titrated hits. actives 0.42% (n = 220,000);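 active means primary inhibition above the hit cutoff, then over 50% inhibition at one or more dose response concentrations, cut at about 23% in these data, passing the limit was not always enough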;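 further: plate controls were DMSO full reaction for no effect and no enzyme background for full effect; strong numbers were not always called active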
TNAP activators: stimulation of alkaline phosphatase TNAP activity – biochemical, luminescent, no phosphate acceptor, uHTS, primary screen (AID 1001); activation fold at 20 µM, or EC50 in µM where a hit was titrated; purified TNAP, luminescent activation assay, no phosphate acceptor; higher activation fold means a stronger effect; actives 0.03% (n = 200,000); in the data active means activation fold from about 3, or a potency from the dose series; inactive means the rest, 99 in 100 with activation fold below about 1.6; further: many of its hits are not listed in these tables
UTI89 phage lysis: inhibition of K1F phage lysis, E. coli UTI89, bacterial capsule biogenesis inhibitors, alamar blue (AID 488966); E. coli UTI89 K1F phage lysis, alamar blue, 2 h; higher % means a stronger effect; inhibition, % at 100 µM, or IC50 in µM where a hit was titrated; actives 0.02% (n = 340,000);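 active means phage lysis inhibition, versus mean bacterial control, above a set limit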;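 further: capsule biogenesis inhibitors block K1F phage lysis so surviving cells raise fluorescence; higher fluorescence means more inhibition of phage lysis; actives were called in the ten point dose series up to 300 µM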
Hep lipid drop: hepatic lipid droplet formation modulation. actives 0.4% (n = 240,000). inhibition, % at 6.5 µM. AML12 mouse hepatocytes, oleate lipid droplets, BODIPY imaging;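 active means lipid droplet intensity inhibited by at least 50%, with more than 500 cells counted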
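Material: mouse AML12 hepatocyte cell line, fixed after treatment; Timing: compound with oleate, overnight; Technique: high-content imaging of BODIPY-stained droplets and DAPI nuclei; Probe or stimulus: oleate, 100 µM final; Dosing: compound at 6.5 µM only.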
Hep lipid drop cells 6.5 µM: recorded beside Hep lipid drop, whose call it bears; cell count; measured here: cell count, cytotoxicity flag;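 cells counted across two imaged fields per well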
* marks the source's active call; other numbers are inactive results; [ ] = another dose, or the depositor's remark. Unless noted, no stated cut-off is given here; in the data, active means inhibition above about 50%; inactive means the rest.

The first 2 records as a preview:
How did Nc1nc(NCc2ccccc2)nc(Nc2cccc(F)c2)c1[N+](=O)[O-] do in these assays?
XIAP displacement: -2.8%; PMI inhibitors: -1%; Siah-1 displacement: 0%; M17LAP inhibition: 14%; human PMI inhibitors: -3%; M1AAP inhibition: 2%; TNAP activators: 1; UTI89 phage lysis: 2.0%

How did CCOC(=O)N1CCN(C(=O)c2ccc3c(=O)n(Cc4ccc(Cl)cc4)c(=S)[nH]c3c2)CC1 do in these assays?
XIAP displacement: -4.6%; PMI inhibitors: 15%; Siah-1 displacement: 2%; M17LAP inhibition: -7%; human PMI inhibitors: 4%; M1AAP inhibition: -4%; TNAP activators: 1; UTI89 phage lysis: 4.1%

All compounds of this part (from the top)
How did Nc1nc(NCc2ccccc2)nc(Nc2cccc(F)c2)c1[N+](=O)[O-] do in these assays?
XIAP displacement: -2.8%; PMI inhibitors: -1%; Siah-1 displacement: 0%; M17LAP inhibition: 14%; human PMI inhibitors: -3%; M1AAP inhibition: 2%; TNAP activators: 1; UTI89 phage lysis: 2.0%

How did CCOC(=O)N1CCN(C(=O)c2ccc3c(=O)n(Cc4ccc(Cl)cc4)c(=S)[nH]c3c2)CC1 do in these assays?
XIAP displacement: -4.6%; PMI inhibitors: 15%; Siah-1 displacement: 2%; M17LAP inhibition: -7%; human PMI inhibitors: 4%; M1AAP inhibition: -4%; TNAP activators: 1; UTI89 phage lysis: 4.1%

How did CCC(=O)N1CCc2cc(S(=O)(=O)CCC(=O)NCc3cccs3)ccc21 do in these assays?
XIAP displacement: -2.2%; PMI inhibitors: 9%; Siah-1 displacement: 2%; M17LAP inhibition: 13%; human PMI inhibitors: -2%; M1AAP inhibition: 1%; TNAP activators: 1.1; UTI89 phage lysis: -1.7%

How did O=[N+]([O-])c1ccc(COc2cccnc2)cc1 do in these assays?
XIAP displacement: -3.6%; PMI inhibitors: 3%; Siah-1 displacement: 7%; M17LAP inhibition: 2%; human PMI inhibitors: 1%; M1AAP inhibition: 2%; TNAP activators: 1.1; UTI89 phage lysis: 0.1%; Hep lipid drop: 3; Hep lipid drop cells 6.5 µM: 709

Results for O=C1NC(=Nc2ccc(F)cc2)CS1 ?
XIAP displacement: 2.7%; PMI inhibitors: 30%; Siah-1 displacement: 8%; M17LAP inhibition: 2%; human PMI inhibitors: 19%; M1AAP inhibition: 6%; TNAP activators: 1.1; UTI89 phage lysis: 0.0%; Hep lipid drop: -7; Hep lipid drop cells 6.5 µM: 679

Results for CCOc1ccc(C(=O)Nc2nnc(C)s2)cc1OCC ?
XIAP displacement: -4.0%; PMI inhibitors: 0%; Siah-1 displacement: 3%; M17LAP inhibition: 10%; human PMI inhibitors: -1%; M1AAP inhibition: 8%; TNAP activators: 1.1; UTI89 phage lysis: -0.5%

Results for COC(=O)C1=C(N)OC2=C(C(=O)CCC2)C1c1cccnc1 (stereo not given) ?
XIAP displacement: -3.4%; Siah-1 displacement: -2%; M17LAP inhibition: 6%; M1AAP inhibition: 3%; TNAP activators: 1.1; UTI89 phage lysis: -0.4%[50 µM]; Hep lipid drop: 0; Hep lipid drop cells 6.5 µM: 624

What do the screens show for `Cc1occc1-c1nnc(SCC(=O)O)n1-c1ccccc1`?
Siah-1 displacement: -6%; M17LAP inhibition: 9%; M1AAP inhibition: 8%; UTI89 phage lysis: 0.4%; Hep lipid drop: -10; Hep lipid drop cells 6.5 µM: 680

How did COC(=O)c1ccc(-c2ccco2)n1Cc1cccc(C)c1 do in these assays?
XIAP displacement: -20%; PMI inhibitors: 7%; Siah-1 displacement: 8%; M17LAP inhibition: -7%; human PMI inhibitors: 6%; M1AAP inhibition: 2%; TNAP activators: 1.1; UTI89 phage lysis: 0.2%; Hep lipid drop: 20; Hep lipid drop cells 6.5 µM: 707

Results for Cc1cc(C(=O)NNS(=O)(=O)c2ccc(C(C)(C)C)cc2)nn1C(C)(C)C ?
Siah-1 displacement: 16%; M17LAP inhibition: 0%; M1AAP inhibition: 3%; UTI89 phage lysis: -0.2%; Hep lipid drop: 16; Hep lipid drop cells 6.5 µM: 798

How did Cc1nnc(SCC(=O)NCC(=O)Nc2ccc(F)c(F)c2F)n1Cc1ccccc1 do in these assays?
XIAP displacement: -4.8%; PMI inhibitors: -8%; Siah-1 displacement: 0%; M17LAP inhibition: -6%; human PMI inhibitors: -1%; M1AAP inhibition: 2%; TNAP activators: 1.1; UTI89 phage lysis: -2.9%; Hep lipid drop: 1; Hep lipid drop cells 6.5 µM: 685

What do the screens show for `C/C(Cl)=C/Cn1c(SC(C)C)nc2c1c(=O)[nH]c(=O)n2C`?
XIAP displacement: -3.2%; PMI inhibitors: 16%; Siah-1 displacement: 4%; M17LAP inhibition: 14%; human PMI inhibitors: 7%; M1AAP inhibition: -2%; TNAP activators: 1; UTI89 phage lysis: -0.2%; Hep lipid drop: -3; Hep lipid drop cells 6.5 µM: 744

Results for O=c1n(Cc2ccccc2)nc2n1-c1ccccc1SC2 ?
Siah-1 displacement: -1%; M17LAP inhibition: -1%; M1AAP inhibition: -7%; UTI89 phage lysis: 0.3%; Hep lipid drop: -3; Hep lipid drop cells 6.5 µM: 661

What do the screens show for `CC1CCN(CC(=O)N2c3ccccc3CC2C)CC1` (stereo not given)?
XIAP displacement: -7.5%; PMI inhibitors: -23%; Siah-1 displacement: 0%; M17LAP inhibition: -1%; human PMI inhibitors: -7%; M1AAP inhibition: 0%; TNAP activators: 1.1; UTI89 phage lysis: 0.1%; Hep lipid drop: 2; Hep lipid drop cells 6.5 µM: 668

Results for COc1ccc(S(=O)(=O)N2CCOC2CNC(=O)C(=O)NCc2ccco2)cc1C (stereo not given) ?
Siah-1 displacement: 18%; M17LAP inhibition: 7%; M1AAP inhibition: 1%; UTI89 phage lysis: 0.0%[50 µM]; Hep lipid drop: 5; Hep lipid drop cells 6.5 µM: 633

What do the screens show for `COc1ccc2c(c1)c(=O)oc1cc(OCC(=O)N3CCC(C)CC3)ccc12`?
XIAP displacement: -4.8%; PMI inhibitors: -7%; Siah-1 displacement: 12%; M17LAP inhibition: -51%; human PMI inhibitors: -11%; M1AAP inhibition: 12%; TNAP activators: 1; UTI89 phage lysis: 0.7%; Hep lipid drop: 6; Hep lipid drop cells 6.5 µM: 800

How did CC(=O)Nc1ccc(-c2cc(C(=O)O)c3ccc(C)cc3n2)cc1 do in these assays?
Siah-1 displacement: 14%; M17LAP inhibition: -61%; M1AAP inhibition: 6%; UTI89 phage lysis: -0.1%; Hep lipid drop: 5; Hep lipid drop cells 6.5 µM: 715

What do the screens show for `C=CCN1C(=O)NC(c2ccc(OC)cc2)(C(F)(F)F)S/C1=C(\C#N)c1nnc(N2CCOCC2)n1-c1ccccc1` (stereo not given)?
XIAP displacement: -3.0%; PMI inhibitors: -1%; Siah-1 displacement: -8%; M17LAP inhibition: -2%; human PMI inhibitors: 2%; M1AAP inhibition: 2%; TNAP activators: 1; UTI89 phage lysis: 0.0%; Hep lipid drop: -10; Hep lipid drop cells 6.5 µM: 638

What do the screens show for `O=C(NC1CC1)C1CCCN1S(=O)(=O)c1ccc2ccccc2c1` (stereo not given)?
XIAP displacement: -4.9%; PMI inhibitors: -2%; Siah-1 displacement: -3%; M17LAP inhibition: 7%; human PMI inhibitors: -6%; M1AAP inhibition: 0%; TNAP activators: 1; UTI89 phage lysis: 0.2%; Hep lipid drop: -3; Hep lipid drop cells 6.5 µM: 729

How did Cc1cc(C)c(C#N)c(SC2CCCCC2=O)n1 (stereo not given) do in these assays?
XIAP displacement: -3.7%; PMI inhibitors: 2%; Siah-1 displacement: -3%; M17LAP inhibition: 0%; human PMI inhibitors: 0%; M1AAP inhibition: 5%; TNAP activators: 1.1; UTI89 phage lysis: 0.1%; Hep lipid drop: -2; Hep lipid drop cells 6.5 µM: 752

What do the screens show for `O=C(Cn1c(=O)c2sccc2n(Cc2cccc([N+](=O)[O-])c2)c1=O)NCCc1ccccc1`?
XIAP displacement: -4.5%; PMI inhibitors: 12%; Siah-1 displacement: 8%; M17LAP inhibition: 0%; human PMI inhibitors: 8%; M1AAP inhibition: 4%; TNAP activators: 0.9; UTI89 phage lysis: 1.3%[50 µM]; Hep lipid drop: -6; Hep lipid drop cells 6.5 µM: 627

What do the screens show for `COc1ccc(C(C2C(=O)CC(C)(C)CC2=O)C2C(=O)CC(C)(C)CC2=O)cc1`?
Siah-1 displacement: 2%; M17LAP inhibition: 4%; M1AAP inhibition: 14%; UTI89 phage lysis: -0.1%; Hep lipid drop: 2; Hep lipid drop cells 6.5 µM: 722

What do the screens show for `COC(OC)c1ccc(C#N)c(SCc2ccc(C)cc2)n1`?
Siah-1 displacement: -6%; M17LAP inhibition: -3%; M1AAP inhibition: -3%; UTI89 phage lysis: 1.6%; Hep lipid drop: 2; Hep lipid drop cells 6.5 µM: 770

How did COc1ccc(OCC(=O)Nn2c(-c3ccc(OC)cc3)nc3ccccc3c2=O)cc1 do in these assays?
XIAP displacement: -5.9%; PMI inhibitors: -11%; Siah-1 displacement: -3%; M17LAP inhibition: 11%; human PMI inhibitors: -8%; M1AAP inhibition: 5%; TNAP activators: 1; UTI89 phage lysis: 2.8%; Hep lipid drop: 26; Hep lipid drop cells 6.5 µM: 635

Results for O=S(=O)(CCc1nc2ccccc2s1)c1ccc2ccccc2c1 ?
XIAP displacement: -2.3%; PMI inhibitors: -8%; Siah-1 displacement: -5%; M17LAP inhibition: -14%; human PMI inhibitors: -19%; M1AAP inhibition: -4%; TNAP activators: 1.1; UTI89 phage lysis: 1.1%; Hep lipid drop: -2; Hep lipid drop cells 6.5 µM: 746

What do the screens show for `CC1=Nc2ccccc2/C1=C/c1nc(-c2ccc(C)s2)oc1O`?
XIAP displacement: 13%; PMI inhibitors: -1%; Siah-1 displacement: 5%; M17LAP inhibition: 2%; human PMI inhibitors: 44%; M1AAP inhibition: 2%; TNAP activators: 0.8; UTI89 phage lysis: -0.3%; Hep lipid drop: -17; Hep lipid drop cells 6.5 µM: 712

How did CCCCc1nc2cc(Cl)ccc2o1 do in these assays?
XIAP displacement: -2.7%; PMI inhibitors: 2%; Siah-1 displacement: 5%; M17LAP inhibition: -2%; human PMI inhibitors: -6%; M1AAP inhibition: -5%; TNAP activators: 1; UTI89 phage lysis: 0.0%; Hep lipid drop: -13; Hep lipid drop cells 6.5 µM: 709

How did CC1(C)Cc2nc(N3CCOCC3)c(C#N)cc2CO1 do in these assays?
XIAP displacement: -3.4%; PMI inhibitors: 13%; Siah-1 displacement: -2%; M17LAP inhibition: -65%; human PMI inhibitors: 6%; M1AAP inhibition: 2%; TNAP activators: 1.1; UTI89 phage lysis: 0.8%; Hep lipid drop: 3; Hep lipid drop cells 6.5 µM: 701
